Screens as filed in PubChem.
Bim-Bcl-W – human Bim-Bcl-W interaction inhibition. Q92843. bead-based flow cytometry, Bim peptide-Bcl-W binding. inhibition, % at 10 µM. hit rate 0.02% among 190,000;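 also: 0% = bound tracer without compound and 100% = peptide blocker; higher means less fluorescent Bim peptide bound to Bcl-W beads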
Target sequence (Q92843 whole entry, looked up): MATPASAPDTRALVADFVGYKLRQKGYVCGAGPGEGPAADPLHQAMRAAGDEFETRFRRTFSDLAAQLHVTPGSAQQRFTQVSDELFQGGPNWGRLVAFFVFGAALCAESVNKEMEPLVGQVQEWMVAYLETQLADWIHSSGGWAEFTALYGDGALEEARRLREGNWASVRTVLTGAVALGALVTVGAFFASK
RGS8-Gao – modulates binding of RGS8 to human Galphao; P09471; multiplexed bead flow cytometry; actives lie on both sides; response (percent of control binding), % at 10 µM; hit rate 0.34% among 220,000; AID 1423; in the data active = response below about 60% or above about 140%; inactive = in between;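 also: Galphao activated as the GDP aluminium fluoride complex binding bead-coupled RGS8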
RGS4-Gao reg – modulates binding of RGS4 to human Galphao; P09471; Multiplexed bead flow cytometry; actives lie on both sides; binding response (% of control), % at 10 µM; hit rate 0.33% among 220,000; AID 1415; in the data active = binding response below about 49% or above about 150%; inactive = in between;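 also: fluorescent Galphao activated with aluminum fluoride binding bead-coupled RGS4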
ABCB1 block – blocks JC-1 efflux by human ABCB1 transporter; AID 1326; P08183; hit rate 0.067% among 190,000; inhibition, % at 6.6 µM; CCRF-Adr cells, flow cytometry; in the data active = inhibition above about 40%;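 also: 0% = vehicle and 100% = reference inhibitor; higher value means more JC-1 retained so stronger ABCB1 efflux block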
ABCG2 block – inhibitors of human ABCG2 transporter, ABCB1 counter-screen; inhibition, % at 6.6 µM; AID 1325; hit rate 0.1% among 190,000; Q9UNQ0; IgMXP3 cells, JC-1 efflux, flow cytometry;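 active = inhibition above 80%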;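 also: 0% = DMSO and 100% = nicardipine control wells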
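test system = two drug-resistant human cell lines, ABCG2 and ABCB1 | amount = 3 million cells/mL final, two lines in 1:1 ratio | reagent = JC-1 transporter substrate | doses = one concentration, 6.6 µM final | incubation = 10 min at 25 °C | signal = flow cytometric JC-1 green MFI at 530 nm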
Mcl-1 Bim block – human Bim-Mcl-1 interaction inhibition; Bead-based flow cytometry, Bim peptide-Mcl-1 binding; inhibition, % at 10 µM; hit rate 0.1% among 190,000; AID 1009;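 also: 0% = no compound tracer wells and 100% = peptide blocker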
Target sequence (Q07820 whole entry, looked up): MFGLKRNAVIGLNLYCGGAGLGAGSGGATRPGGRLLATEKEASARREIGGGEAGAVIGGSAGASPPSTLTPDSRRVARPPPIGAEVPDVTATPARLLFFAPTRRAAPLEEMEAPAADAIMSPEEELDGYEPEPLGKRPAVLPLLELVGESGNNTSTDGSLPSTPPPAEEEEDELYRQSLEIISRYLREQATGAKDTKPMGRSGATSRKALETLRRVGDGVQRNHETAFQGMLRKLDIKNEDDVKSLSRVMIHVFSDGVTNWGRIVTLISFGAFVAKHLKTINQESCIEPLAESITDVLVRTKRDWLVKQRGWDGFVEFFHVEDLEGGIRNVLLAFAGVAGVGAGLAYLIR
Bcl-XL Bim block – inhibitors of Bim-Bcl-XL interaction, human | inhibition, % at 10 µM | AID 1007 | hit rate 0.04% among 190,000 | Bim peptide-Bcl-XL binding, bead flow cytometry, fluorescence | Q07817
Target sequence (Q07817 whole entry, looked up): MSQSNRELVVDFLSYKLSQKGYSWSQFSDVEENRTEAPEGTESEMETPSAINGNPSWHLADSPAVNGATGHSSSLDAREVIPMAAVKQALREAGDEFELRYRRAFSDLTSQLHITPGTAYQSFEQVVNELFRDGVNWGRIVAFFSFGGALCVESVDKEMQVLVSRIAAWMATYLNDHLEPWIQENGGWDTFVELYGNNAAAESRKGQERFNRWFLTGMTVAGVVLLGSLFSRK
Bcl-2 Bim block – human Bim-Bcl-2 interaction inhibition; P10415; Bead-based flow cytometry, Bim peptide-Bcl-2 binding; inhibition, % at 10 µM; hit rate 0.06% among 190,000; AID 950; in the data active = inhibition above about 40%; inconclusive = no clear call, values can overlap the other calls;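 also: 0% = no compound wells with probe peptide and 100% = reference peptide inhibitor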
Target sequence (P10415 whole entry, looked up): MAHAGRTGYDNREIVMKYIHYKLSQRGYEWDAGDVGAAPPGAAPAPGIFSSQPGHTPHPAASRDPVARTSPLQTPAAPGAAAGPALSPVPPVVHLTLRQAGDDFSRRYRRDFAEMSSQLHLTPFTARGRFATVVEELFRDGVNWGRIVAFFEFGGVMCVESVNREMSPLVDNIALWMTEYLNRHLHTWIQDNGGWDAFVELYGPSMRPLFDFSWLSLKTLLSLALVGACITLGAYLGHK
RGS7-Gao reg – regulators of human RGS7-Galphao interaction; P09471; Multiplexed bead flow cytometry, RGS7-Galphao binding; actives lie on both sides; binding response (% of control), % at 10 µM; hit rate 0.35% among 220,000; in the data active = binding response below about 49% or above about 150%; inconclusive = no clear call, values can overlap the other calls; inactive = in between;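 also: fluorescent Galphao held in activated GDP-AlF4 state binding bead-coupled RGS7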
Bim-Bcl-B – human Bim-Bcl-B interaction inhibition; Q9HD36; bead-based flow cytometry, Bim peptide-Bcl-B binding; inhibition, % at 10 µM; hit rate 0.073% among 190,000; AID 951;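 also: 0% = tracer peptide without compound and 100% = reference inhibitor peptide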
Bim-Bfl-1 – inhibitors of Bim-Bfl-1 interaction, human; Q16548; Bead-based flow cytometry, Bim-Bfl-1 binding inhibition; inhibition, % at 10 µM; hit rate 0.12% among 190,000; AID 1008;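 also: 0% = wells without compound plus tracer and 100% = blocker peptide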
* hit, by the source's call; ? = inconclusive. Rule as the data show it, unless noted: active = inhibition above about 40%.

1) Cc1c(NC(=O)c2ccc(N(C)S(C)(=O)=O)cc2)c(=O)n(-c2ccccc2)n1C
2) Cc1ccc(CN=c2c([N+](=O)[O-])nn(-c3ccc4c(c3)OCCO4)n2O)cc1
3) CC(C)[C@@H]1NC(=O)c2cc([N+](=O)[O-])cc(I)c2NCCC[C@@H](C(N)=O)NC(=O)[C@H](CO)NC1=O
4) Cc1cccc(OCCCn2c(=O)oc3ccccc32)c1
5) O=C(c1ccc(CS(=O)(=O)c2ccc(Br)cc2)o1)N1CCN(C2CCCCC2)CC1
6) CC(C)[C@H](NC(=O)Nc1ccccc1F)C(=O)O
assay / compound	1	2	3	4	5	6
Bim-Bcl-W	-2	-2	1	0	-4	0
RGS8-Gao	101	105	98	103	100	100
RGS4-Gao reg	100	102	101	104	100	96
ABCB1 block	0.0	2.4	-0.2	1.0	0.9	-0.8
ABCG2 block	1	7	4	30	6	-1
Mcl-1 Bim block	0	-3	0	9	0	-4
Bcl-XL Bim block	-2	-4	-4	-4	-5	-12
Bcl-2 Bim block	0	0	1	1	-2	-13
RGS7-Gao reg	?	100	101	108	100	95
Bim-Bcl-B	-3	-5	-1	-5	-7	-12
Bim-Bfl-1	-5	1	2	-2	-6	-19

7) CC1(C)Oc2ccccc2OC1(O)c1ccc2ccccc2n1 (stereo unspecified)
8) Cc1ccc2nc(NC(=O)c3ccc(NS(=O)(=O)c4cccs4)cc3)sc2c1
9) Cn1c(N)c(C(=O)COC(=O)CCCN2C(=O)c3ccccc3C2=O)c(=O)n(C)c1=O
10) COc1ccc(N2CCN(C(=O)NCc3ccc(OC)c(Cl)c3)CC2)cc1
11) CCCn1nnc(NC(=O)c2ccco2)n1
12) Cc1oc(=O)c(NC(=O)c2ccccc2)cc1C(N)=O
assay / compound	7	8	9	10	11	12
Bim-Bcl-W	-6	1	0	-1	0	-3
RGS8-Gao	103	104	103	101	100	98
RGS4-Gao reg	101	103	102	101	97	95
ABCB1 block	0.6	-0.5	0.3	1.9	0.7	2.1
ABCG2 block	31	-3	3	11	3	20
Mcl-1 Bim block	-9	0	-3	-1	-3	0
Bcl-XL Bim block	-9	-3	-3	-2	1	-4
Bcl-2 Bim block	-1	-4	-4	-2	-4	0
RGS7-Gao reg	104	103	?	?	94	94
Bim-Bcl-B	-6	-3	-5	-1	-1	-1
Bim-Bfl-1	-1	-1	-5	-4	-2	-2

13) Cc1ccc(-n2nc(C)c(NC(=O)CCl)c2C)cc1
14) CN(C)c1ccc(C2CC(=O)OC3=C2C(=O)CC(C)(C)C3)cc1 (stereo unspecified)
15) O=C(CSc1nc(C2CCCCC2)n(-c2ccccc2)n1)NCCN1C(=O)CSC1=O
16) CCC(C)n1nnc2c(=O)oc3ccccc3c21 (stereo unspecified)
17) O=Cc1cn(CC(=O)N2CCCc3ccccc32)c2ccccc12
18) CN(C)C(CNC(=O)Nc1cccc(Cl)c1)c1cccnc1 (stereo unspecified)
assay / compound	13	14	15	16	17	18
Bim-Bcl-W	-4	-2	-3	1	-4	0
RGS8-Gao	100	103	96	103	103	104
RGS4-Gao reg	98	101	86	102	96	107
ABCB1 block	0.0	1.1	0.6	0.3	0.9	-3.1
ABCG2 block	4	3	1	1	5	-8
Mcl-1 Bim block	-1	0	-2	0	-2	2
Bcl-XL Bim block	0	-4	-5	-11	-9	-2
Bcl-2 Bim block	-4	-4	-3	-7	-1	-6
RGS7-Gao reg	99	102	90	104	93	106
Bim-Bcl-B	-9	-4	-8	-6	-7	-9
Bim-Bfl-1	-4	-7	-10	-13	-3	-5

Four entries from above, as labelled records.
#1 Cc1c(NC(=O)c2ccc(N(C)S(C)(=O)=O)cc2)c(=O)n(-c2ccccc2)n1C
  Bim-Bcl-W: -2 | RGS8-Gao: 101 | RGS4-Gao reg: 100 | ABCB1 block: 0.0 | ABCG2 block: 1 | Mcl-1 Bim block: 0 | Bcl-XL Bim block: -2 | Bcl-2 Bim block: 0 | RGS7-Gao reg: ? | Bim-Bcl-B: -3 | Bim-Bfl-1: -5

#2 Cc1ccc(CN=c2c([N+](=O)[O-])nn(-c3ccc4c(c3)OCCO4)n2O)cc1
  Bim-Bcl-W: -2 | RGS8-Gao: 105 | RGS4-Gao reg: 102 | ABCB1 block: 2.4 | ABCG2 block: 7 | Mcl-1 Bim block: -3 | Bcl-XL Bim block: -4 | Bcl-2 Bim block: 0 | RGS7-Gao reg: 100 | Bim-Bcl-B: -5 | Bim-Bfl-1: 1

#3 CC(C)[C@@H]1NC(=O)c2cc([N+](=O)[O-])cc(I)c2NCCC[C@@H](C(N)=O)NC(=O)[C@H](CO)NC1=O
  Bim-Bcl-W: 1 | RGS8-Gao: 98 | RGS4-Gao reg: 101 | ABCB1 block: -0.2 | ABCG2 block: 4 | Mcl-1 Bim block: 0 | Bcl-XL Bim block: -4 | Bcl-2 Bim block: 1 | RGS7-Gao reg: 101 | Bim-Bcl-B: -1 | Bim-Bfl-1: 2

#4 Cc1cccc(OCCCn2c(=O)oc3ccccc32)c1
  Bim-Bcl-W: 0 | RGS8-Gao: 103 | RGS4-Gao reg: 104 | ABCB1 block: 1.0 | ABCG2 block: 30 | Mcl-1 Bim block: 9 | Bcl-XL Bim block: -4 | Bcl-2 Bim block: 1 | RGS7-Gao reg: 108 | Bim-Bcl-B: -5 | Bim-Bfl-1: -2

Next part
19) O=C(CN(Cc1ccccc1)S(=O)(=O)c1ccccc1)N/N=C/c1ccc([N+](=O)[O-])cc1
20) N/C(=N\OC(=O)CCC1CCCC1)c1ccccn1
21) C=CCNC(=O)C(C)Sc1ccc(Cl)cc1 (stereo unspecified)
22) CC(=O)c1cccc(NC(=O)COC(=O)[C@@H](NC(=O)OCc2ccccc2)C(C)C)c1
23) CC(C)(C)NC(=O)COC(=O)CCC(=O)c1cccs1
24) Cc1nc(SCC#N)c2c3c(sc2n1)CCC3
assay / compound	19	20	21	22	23	24
Bim-Bcl-W	0	-4	-2	-6	0	0
RGS8-Gao	105	103	98	96	97	100
RGS4-Gao reg	101	99	102	97	98	97
ABCB1 block	0.4	0.8	-0.2	0.9	0.1	0.3
ABCG2 block	2	9	-3	66	2	1
Mcl-1 Bim block	2	-1	-9	-7	1	0
Bcl-XL Bim block	-3	-5	-5	-8	1	-2
Bcl-2 Bim block	-1	0	-14	-10	-2	-1
RGS7-Gao reg	102	97	100	97	?	98
Bim-Bcl-B	0	-6	-13	-6	0	-2
Bim-Bfl-1	0	0	-17	-5	-3	-2

25) CCCc1nc2cc(Cl)c([N+](=O)[O-])cc2o1
26) Cc1cc(Oc2ccc(C(C)(C)C)cc2)nc(N2CCOCC2)n1
27) O=C(Oc1ccc(-c2ccccc2)cc1)N1CCOCC1
28) O=C(NCCc1ccc(Cl)cc1)C1CCN(C(=O)c2sccc2-n2cccc2)CC1
29) CCN(CC)C(=O)CN(c1cccc(OC)c1)S(=O)(=O)c1ccc(C)cc1
30) O=[N+]([O-])c1ccc(CN2CCSCC2)cc1
assay / compound	25	26	27	28	29	30
Bim-Bcl-W	-1	10	0	-2	0	-1
RGS8-Gao	98	81	97	105	100	99
RGS4-Gao reg	99	76	99	98	104	100
ABCB1 block	-0.3	0.4	0.6	-0.3	0.8	-1.0
ABCG2 block	-1	2	2	22	1	-4
Mcl-1 Bim block	0	7	-1	-2	0	0
Bcl-XL Bim block	-3	3	0	-3	-2	0
Bcl-2 Bim block	-3	0	-2	-6	-7	-1
RGS7-Gao reg	97	86	98	99	104	?
Bim-Bcl-B	-4	7	2	-6	-7	-2
Bim-Bfl-1	-6	6	-1	-17	-7	-3

31) O=C(Cc1ccccc1)N/N=C/c1ccc(-c2ccc([N+](=O)[O-])cc2)o1
32) Cc1cc[n+](CC(=O)c2cc3ccccc3oc2=O)cc1
33) Cc1cc2oc(=O)cc(CSc3nc(N)cc(N)n3)c2cc1C(C)C
34) COc1cccc(NC(=O)CSc2ncnc3c2oc2ccccc23)c1
35) N#CC(c1cccc(Cl)c1)c1ncc(C(F)(F)F)cc1Cl (stereo unspecified)
36) Cc1noc(C)c1CSc1ccc(Br)cc1
assay / compound	31	32	33	34	35	36
Bim-Bcl-W	-5	-6	-2	-6	2	5
RGS8-Gao	100	93	99	87	102	99
RGS4-Gao reg	103	104	104	96	103	94
ABCB1 block	0.2	0.3	0.3	0.0	0.9	0.7
ABCG2 block	9	1	1	-1	3	3
Mcl-1 Bim block	-5	-11	0	0	3	0
Bcl-XL Bim block	-8	-11	-11	-8	0	1
Bcl-2 Bim block	-6	-7	-6	-2	-6	-1
RGS7-Gao reg	96	103	104	96	105	100
Bim-Bcl-B	-13	-13	-4	-4	-8	-2
Bim-Bfl-1	-5	-4	-8	-2	-3	-2

37) CC1CCN(c2c(NCC3CCC(C(=O)NCCc4ccccc4)CC3)c(=O)c2=O)CC1 (stereo unspecified)
38) Cc1ccc(C(=O)c2ccc(N3CCOCC3)c(F)c2)cc1
39) O=C(CCSCc1ccccc1Cl)N1CCN(c2ccccn2)CC1
40) Cc1noc(C)c1COC(=O)c1cc2c3ccccc3n(C)c2s1
41) O=C(COC(=O)c1ccccc1Br)Nc1cc(S(=O)(=O)N2CCOCC2)ccc1N1CCCC1
42) Clc1cccc(CON/C=N/c2ncnc3sccc23)c1
assay / compound	37	38	39	40	41	42
Bim-Bcl-W	-3	-2	-4	-1	0	2
RGS8-Gao	98	103	98	98	104	100
RGS4-Gao reg	102	100	98	99	107	98
ABCB1 block	-0.8	1.9	0.1	0.5	13	0.1
ABCG2 block	2	5	0	3	11	3
Mcl-1 Bim block	-1	-5	-7	-3	1	0
Bcl-XL Bim block	-7	4	-3	-7	0	0
Bcl-2 Bim block	0	19	-6	-11	-1	-1
RGS7-Gao reg	106	97	95	101	?	99
Bim-Bcl-B	-3	-2	-5	-9	0	0
Bim-Bfl-1	-1	-1	-5	-16	0	-1

43) CC1=C(C#N)C(=O)NC(=O)/C1=C/c1ccc(-c2ccc(S(N)(=O)=O)cc2)o1
44) Cn1c(=O)c(C(=O)Nc2ccccn2)c(O)c2ccccc21
45) O=C(NC(=S)N1CCN(C2CCCCC2)CC1)c1ccccc1
46) COc1cccc(C(C2=C(O)CC(C)(C)CC2=O)C2C(=O)CC(C)(C)CC2=O)c1 (stereo unspecified)
47) Cc1nnc(NC(=O)CSc2nccn2-c2cccc(C)c2C)s1
assay / compound	43	44	45	46	47
Bim-Bcl-W	4	1	0	-4	-1
RGS8-Gao	93	85	103	93	103
RGS4-Gao reg	103	80	98	83	102
ABCB1 block	-0.5	0.7	0.8	-0.5	0.7
ABCG2 block	-2	3	2	-3	1
Mcl-1 Bim block	2	0	0	-6	1
Bcl-XL Bim block	0	0	-3	-8	-1
Bcl-2 Bim block	5	-2	0	0	-6
RGS7-Gao reg	?	81	98	99	105
Bim-Bcl-B	0	0	-8	-2	-3
Bim-Bfl-1	13	-1	-7	-1	-11
